14-3-3 Bad PPI: inhibitors of 14-3-3 zeta/Bad binding, primary screen, biochemical, TR-FRET, bovine 14-3-3 zeta; TR-FRET 14-3-3zeta/Dy647-pBad peptide displacement, 1 h; inhibition, % at 21.7 µM; 220,000 tested, 0.71% active; AID 781, 2007;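 active = inhibition above about 70%, limit read from the data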;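 note: 0% = full 14-3-3 plus peptide FRET controls and 100% = background without 14-3-3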
Target sequence (P63103 whole entry, looked up): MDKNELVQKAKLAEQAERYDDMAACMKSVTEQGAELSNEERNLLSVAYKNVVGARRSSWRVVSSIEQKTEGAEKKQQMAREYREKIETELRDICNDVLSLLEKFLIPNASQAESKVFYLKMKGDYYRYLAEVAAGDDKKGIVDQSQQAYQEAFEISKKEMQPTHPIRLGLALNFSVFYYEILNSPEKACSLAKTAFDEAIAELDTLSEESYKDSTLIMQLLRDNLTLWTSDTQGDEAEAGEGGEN
p97 inhibitor: inhibitors of human p97 ATPase, primary screen, biochemical. Transitional endoplasmic reticulum ATPase (Homo sapiens), P55072. recombinant p97 ATPase, Kinase-Glo ATP luminescence, 3 h. inhibition, % at 8 µM. 220,000 tested, 0.42% active. AID 1481, 2009; in the data active = inhibition above about 15%;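 note: 0% = DMSO vehicle and 100% = wells lacking enzyme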
KLK5 inh: human KLK5 protease inhibitors, primary screen, biochemical, 1536-well; Kallikrein-5 (Homo sapiens), Q9Y337; recombinant hK5, fluorogenic AMC substrate cleavage; inhibition, % at 5 µM; 210,000 tested, 0.59% active; AID 873, 2007;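 active = inhibition of 40% or more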;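 note: 0% = enzyme controls without compound and 100% = no-enzyme blanks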
Target sequence (Q9Y337 67-293 limits assumed): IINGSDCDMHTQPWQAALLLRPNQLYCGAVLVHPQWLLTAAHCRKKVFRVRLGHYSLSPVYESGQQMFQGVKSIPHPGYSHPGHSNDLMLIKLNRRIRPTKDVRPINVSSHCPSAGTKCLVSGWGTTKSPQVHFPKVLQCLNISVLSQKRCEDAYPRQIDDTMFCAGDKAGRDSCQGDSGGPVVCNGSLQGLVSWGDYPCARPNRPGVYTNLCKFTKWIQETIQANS
eIF4E-4G inh: eIF4E–eIF4G protein interaction inhibitors, primary screen, biochemical, uHTS, TR-FRET, eIF4GI fragment; AID 782, 2007; 220,000 tested, 0.37% active; TR-FRET eIF4E-eIF4GI(517-606) binding, 2 h; inhibition, % at 21.7 µM; Eukaryotic translation initiation factor 4E (Mus musculus) + Eukaryotic translation …;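 active = inhibition above about 30%, limit read from the data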;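 note: 0% = full FRET control wells and 100% = background wells lacking eIF4GI fragment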
Rad51 HR inh: human RAD51 strand exchange inhibitors, primary screen, biochemical, fluorescence | hRad51 DNA strand exchange, fluorescence dequenching | inhibition, % at 10 µM | 200,000 tested, 0.085% active;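 active = inhibition above 40% at the single screening dose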;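 note: 0% = DMSO control wells and 100% = blanks with heterologous ssDNA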
Target sequence (Q06609 whole entry, looked up): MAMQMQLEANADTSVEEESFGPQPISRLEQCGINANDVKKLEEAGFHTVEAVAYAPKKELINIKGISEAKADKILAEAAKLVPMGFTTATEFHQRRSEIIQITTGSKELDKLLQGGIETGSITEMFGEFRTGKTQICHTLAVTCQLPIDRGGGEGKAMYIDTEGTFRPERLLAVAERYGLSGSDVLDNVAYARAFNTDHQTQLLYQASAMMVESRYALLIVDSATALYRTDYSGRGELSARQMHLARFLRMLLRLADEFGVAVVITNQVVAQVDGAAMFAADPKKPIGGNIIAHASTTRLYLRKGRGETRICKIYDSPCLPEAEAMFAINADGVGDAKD
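material = hRad51 filaments on single-stranded DNA | reagent = Donor/quencher-labelled 47-bp dsDNA substrate | compound = 10 µM final, single point | schedule = strand-exchange reaction 15 min at room temperature | measured by = fluorescein emission 520 nm, excitation 485 nm | read-out basis = % inhibition versus plate control and blank means | benchmarks = plate controls and plate blanks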
Wee1 stabilizer: Wee1 degradation inhibitors, primary screen, cell-based, HeLa, Wee1K328M-luciferase, luminescence. Wee1-like protein kinase (Homo sapiens), P30291. HeLa Luc-Wee1K328M stability; 100% = proteasome inhibitor MG132 effect. reporter increase, % at 5 µM. 220,000 tested, 1.2% active. AID 1321, 2008;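 active = activation above the mean of all tested compounds plus 3 SD, set per screening run, cut at about 8.8% in these data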;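 note: cells exposed to compound for 20 h before luminescence read; 0% = DMSO alone and 100% = MG132 at 30 µM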
FXIIa inh 1536: human FXIIa protease inhibitors, primary screen, biochemical, 1536-well | Coagulation factor XII (Homo sapiens), P00748 | purified FXIIa, Boc-QGR-AMC fluorogenic substrate, 2 h | inhibition, % at 5 µM | 220,000 tested, 0.3% active | AID 800, 2007; in the data active = inhibition above about 40%;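 note: 0% = enzyme with no compound and 100% = blank without enzyme; many of its hits are not listed in these tables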
MDM2 E3 inh: MDM2-luciferase reporter signal enhancers, primary screen, MDM2 E3 ligase inhibitor project, cell-based, luminescence, 1536-well; E3 ubiquitin-protein ligase Mdm2 (Homo sapiens), Q00987; cell-based MDM2 ubiquitination luciferase reporter, 2 h; 0 = plate control, 100 = twice control, blank-subtracted; signal enhancement, % at 5 µM; 210,000 tested, 0.11% active; AID 1230, 2008;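 active = signal enhancement of 30% or more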;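 note: luminescence tracks abundance of the self-degrading MDM2-luciferase fusion protein; higher signal means inhibition of MDM2 E3 ligase activity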
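Buffer or medium: Cells held in DMEM | Assay system: Stable mammalian line carrying autodegrading MDM2–luciferase fusion reporter | Quantity: 2000 cells/well | Times: 4 h settle plus 2 h compound, 37 °C | Doses: One concentration, 5 µM, with 0.2% DMSO | Technique: Luminescence with SteadyLite reagent, 15 min at room temperature | Benchmarks: Plate controls and plate blanks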
FXIa inh: human FXIa protease inhibitors, primary screen, biochemical, 1536-well. Coagulation factor XI (Homo sapiens), P03951. purified FXIa, Boc-Glu-Ala-Arg-AMC fluorogenic substrate. inhibition, % at 5 µM. 220,000 tested, 0.14% active;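 active = inhibition of at least 40%; inactive = inhibition below 40%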;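 note: fluorescence of freed AMC excited at 355 nm; 0% = enzyme without compound and 100% = no enzyme blank; many of its hits are not listed in these tables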
Active calls of the source: *; . = no result given; [ ] = dose if it differs, or a comment.

SMILES | 14-3-3 Bad PPI | p97 inhibitor | KLK5 inh | eIF4E-4G inh | Rad51 HR inh | Wee1 stabilizer | FXIIa inh 1536 | MDM2 E3 inh | FXIa inh
CCOc1ccc(C(=O)NC2CCN(S(C)(=O)=O)CC2)cc1 | -3[fluorescence artefact?] | 4 | -12 | -5 | -4 | 5 | 7 | -2 | 7
Cc1nc(NC(=O)COC(=O)c2cc3c(s2)CCC(C)C3)c(Cl)cc1Cl (configuration not stated) | -3[fluorescence artefact?] | 0 | -6 | 8 | . | 0 | 28 | 10 | 20
Cc1ccc(Cn2c(=N)n(CC(=O)c3ccccc3)c3ccccc32)cc1 | -11 | 7 | -1 | -1 | -2 | -2 | 7 | 2 | -2
CC1CCCN(C(=O)Nc2cccc(NC(=O)N3CCCC(C)C3C)c2)C1C (configuration not stated) | -4 | 2 | 0 | -6 | -2 | -1 | 9 | -35 | -1
CC(Nc1ccccc1)C(=O)Nc1ccc(F)cc1 (configuration not stated) | -11 | -8 | -14 | -3 | 5 | 0 | 12 | 1 | 8
CCN(Cc1ccccc1)C(=O)CS(=O)(=O)c1ccccc1 | -3 | 2 | 2 | 6 | 1 | 2 | -1 | 6 | -7
CCCCC1(C)Cc2ccccc2C(=S)N1 (configuration not stated) | -11 | -4 | -2 | 7 | 1 | 2 | 11 | -8 | 7
COc1ccc(C(CC(=O)N2CCCC(C)C2)c2c(OC)cc(OC)c3ccc(=O)oc23)cc1 (configuration not stated) | 3 | . | 1 | -3 | -10 | . | 4 | 6 | 0
Cn1c(SCc2cccnc2)nc2c(c1=O)SCC2 | -4 | 1 | -17 | -7 | 2 | -3 | 2 | -34 | -1
C=CCn1c(SCC(=O)NC2CCCC2)nc2scc(-c3ccco3)c2c1=O | 0 | 11 | -5 | 1 | -3 | 5 | 9 | -16 | 1
COc1cccc(-c2nc(CS(=O)(=O)CC(=O)N3CCN(c4ccccn4)CC3)c(C)o2)c1 | -9 | 3 | -4 | -3 | 8 | -1 | 8 | -20 | -1
Cc1noc(/C=C/N(C)C)c1S(=O)(=O)N1CCc2ccccc21 | 6[fluorescence artefact?] | -6 | -13 | 2 | 16 | -2 | 8 | -14 | -3
CN(C)Cc1nc2ccccc2c(=O)n1CC#N | -4 | 7 | -8 | -2 | -5 | -1 | -4 | -8 | 6
O=C(COc1ccccc1)OCc1csc(Nc2ccccc2)n1 | -9 | -9 | -20 | -3 | 3 | -1 | -11 | -10 | -12
COC(=O)CN1C(=O)C(O)(CC(=O)c2cccc(Br)c2)c2ccccc21 (configuration not stated) | 0[fluorescence artefact?] | 1 | -8 | 2 | 1 | -1 | 14 | -14 | 4
Cc1c(Br)cc(C(=O)OC2CCN(C)CC2)c(C)c1C | -2 | -8 | -24 | 4 | -4 | -2 | 17 | 10 | 3
O=C(O)CCC(=O)NNC(=O)CCC(=O)NCc1ccccc1 | -19 | -7 | 4 | -3 | 3 | -3 | 16 | -7 | 4
COC(=O)c1ccccc1NC(=O)Cn1c(SC)c(F)cnc1=O | 1 | -3 | 7 | 4[fluorescence artefact?] | -2 | -2 | 11 | -4 | 0
O=C(c1ccc(F)cc1)C1CCN(Cc2cn[nH]c2-c2ccccc2)CC1 | -5 | 6 | -6 | 4 | -21 | -2 | 4 | -14 | -3
CC(=C/C(=O)O)/C=C/c1ccco1 | 4[fluorescence artefact?] | 3 | -8 | -8 | . | 2 | 11 | -9 | 1
COc1ccccc1NC(=O)c1ccccc1C(=O)O | -9 | 1 | -4 | 1 | -2 | 0 | -1 | -1 | -6
O=C(NCCCc1ccccc1)Nc1cccc(Cl)c1 | -9 | -7 | 7 | -4 | -6 | 0 | -6 | -24 | -11
CCOC(=O)c1c(C)oc2ccc(O)c(CN(C)C)c12 | 9[fluorescence artefact?] | 4 | 0 | 0[fluorescence artefact?] | -2 | -2 | 6 | -16 | -5
CCCC(=O)c1ccc(N2CCN(C(=O)c3ccccc3)CC2)c(F)c1 | 5 | -1 | 5 | 1 | -9 | -2 | 3 | -16 | 2
Cc1ccc(-n2nnnc2SC(C(=O)c2c[nH]c3ccccc23)c2ccccc2)cc1 (configuration not stated) | -6 | 0 | 19 | 3 | 4 | -1 | 4 | -6 | -5
COc1cccc(C2C=C(c3cccs3)Nc3ncnn32)c1OC (configuration not stated) | -3 | 7 | -3 | -11 | -8 | -2 | 6 | -5 | -4
COc1ccc(C(=O)NC(=S)Nc2ccc3oc(=O)ccc3c2)cc1 | 54[fluorescence artefact?] | 4 | -11 | -8[fluorescence artefact?] | . | -4 | 10 | 0 | 6
COc1ccc(N2CCN(C(=O)c3cccc4nc(C)oc34)CC2)cc1 | -11 | 3 | -4 | 3 | 6 | -1 | 6 | -4 | -11
CC(O)CNC(=O)c1ccc(-c2nn(C)c(=O)c3ccccc23)cc1 (configuration not stated) | -8[fluorescence artefact?] | -1 | -24 | -12 | 1 | -1 | 4 | -20 | 2
S=C(NC1CCCCC1)NN1CCOCC1 | -12 | 2 | -3 | 0 | -10 | -3 | 4 | 2 | -6
CCOc1ccccc1NC(=O)Nc1ccc(Cl)cc1 | -4 | 4 | -11 | 4[fluorescence artefact?] | 14 | 3 | 14 | -29 | 4
Cc1cc(C)nc(SCc2nnc(SCC(=O)Nc3ccccc3C)n2Cc2ccco2)n1 | -2 | -1 | -24 | -8 | 9 | -2 | 16 | -19 | 2
Nn1c(SCCOc2ccc(Cl)cc2)nnc1-c1cccnc1 | -6 | -5 | 21 | 1 | -14 | -2 | 27 | -19 | 31
Brc1cccc2sc(N3CCN(c4ccccc4)CC3)nc12 | 87* | 1 | -10 | -4 | 10 | -1 | 6 | -1 | -5
CC(NC(=O)COc1ccccc1-c1ccccc1)c1ccccc1 (configuration not stated) | 2 | -3 | 11 | 4[fluorescence artefact?] | 7 | -2 | 3 | -9 | -2
CCNCCC(CCC(C)C)c1ccc2c(c1)OCO2 (configuration not stated) | 49 | -2 | 1 | 4 | 20 | -3 | 4 | . | -2
CS(=O)(=O)N1CCN(c2ccccc2NC(=O)c2ccc(Cl)cc2)CC1 | 3 | 3 | 3 | 14 | -1 | -1 | 1 | -16 | -13
CC1CCCCN1C(=O)CSc1nnc(-c2ccco2)n1CC1CCCO1 (configuration not stated) | 2 | 0 | 1 | -11[fluorescence artefact?] | -3 | -1 | 13 | -9 | 3
Cc1ccccc1C(=O)N1CCC(C(=O)Nc2ccc(S(=O)(=O)N3CCCC3)cc2)CC1 | -2[fluorescence artefact?] | 3 | -13 | -12[fluorescence artefact?] | 0 | 2 | 5 | -14 | 3
Cc1ccsc1C(=O)Nc1cccc(S(=O)(=O)N(C)C)c1 | 26[fluorescence artefact?] | 8 | -10 | -2 | . | 0 | 13 | -12 | 8
CCN(CC)C(=O)CSc1n[nH]c(=S)n1N | -3 | 1 | 12 | -1 | -1 | 4 | -1 | -9 | -3
O=C(COc1ccccc1[N+](=O)[O-])N/N=C/c1ccncc1 | -6 | 5 | -4 | 6 | -3 | 2 | 4 | 10 | -6
Cc1[nH]c2ccccc2c1C(=O)C(=O)NCCCn1ccnc1 | -8 | 1 | -7 | 0 | 8 | -3 | -2 | -9 | -10
O=C(O)CCC(=O)Nc1ccccc1C(=O)NCc1ccco1 | 5[fluorescence artefact?] | 1 | 5 | -2 | -7 | 3 | 11 | -3 | 9
O=C(CCS(=O)(=O)c1cccc2nsnc12)N1CCN(C(=O)c2ccco2)CC1 | -1 | -2 | 0 | -1 | -15 | -1 | 9 | -3 | -6
COCC(C)n1c(C)cc(C(=O)COC(=O)c2ccc3ncsc3c2)c1C (configuration not stated) | . | 4 | -8 | . | -2 | 1 | 3 | -21 | -8
Cc1ccc(S(=O)(=O)NNc2nc3ccccc3nc2C(F)(F)F)cc1 | 1 | 0 | 3 | 5 | 8 | -1 | 7 | -10 | -3
Cc1cnc(NC(=O)CCCc2nc3ccccc3s2)s1 | -2 | -2 | -6 | 1 | -1 | 7 | 8 | -4 | -6
Cc1cccc(OCC(O)Cn2c(NCc3cccnc3)nc3c2c(=O)[nH]c(=O)n3C)c1 (configuration not stated) | 11 | 2 | -2 | 3 | 15 | 0 | -10 | -18 | -3
COc1ccc(S(=O)(=O)N(C)C2CCS(=O)(=O)C2)cc1OC (configuration not stated) | 3 | 6 | 0 | -2 | -6 | -1 | 10 | -6 | 1
Going on with the list.
SMILES | 14-3-3 Bad PPI | p97 inhibitor | KLK5 inh | eIF4E-4G inh | Rad51 HR inh | Wee1 stabilizer | FXIIa inh 1536 | MDM2 E3 inh | FXIa inh
CC1(C)CC(=O)C(/C=N/n2cnc3ccccc3c2=O)=C(O)C1 | 48 | -4 | -6 | 1 | 8 | 4 | 24 | 10 | 7
COC(=O)c1sc(=S)n(-c2ccccc2OC)c1N | -21 | 5 | -11 | 4 | -2 | 1 | -9 | -15 | -12
CCc1nnc(NC(=O)[C@@H](NC(=O)c2ccc(C(C)(C)C)cc2)C(C)C)s1 | 14 | 5 | -1 | 2 | -21 | 0 | 15 | -13 | 7
CCN(CC)CCNC(=O)C(C)c1nn(CC)c(=O)c2ccccc12 (configuration not stated) | 4 | 0 | -13 | -2 | 1 | 0 | 10 | -4 | 5
O=C(c1cccs1)N1N=C(c2ccccc2)CC1c1ccccc1 (configuration not stated) | 1[fluorescence artefact?] | -1 | 7 | 0 | -17 | -2 | 8 | 3 | 1
COc1cc2c(O)c3c(c(-c4ccc5c(c4)OCO5)c2cc1OC)C(=O)OC3 | 15[fluorescence artefact?] | -3 | -2 | 16 | 3 | -3 | -2 | -5 | -9
CN(C)S(=O)(=O)Nc1ccc(Br)cc1F | -1 | 2 | 0 | 2 | -2 | 0 | -6 | 7 | 5

One compound at a time, from the list above.
Entry for `COc1cc2c(O)c3c(c(-c4ccc5c(c4)OCO5)c2cc1OC)C(=O)OC3` → 14-3-3 Bad PPI = 15[fluorescence artefact?]; p97 inhibitor = -3; KLK5 inh = -2; eIF4E-4G inh = 16; Rad51 HR inh = 3; Wee1 stabilizer = -3; FXIIa inh 1536 = -2; MDM2 E3 inh = -5; FXIa inh = -9
Entry for `CC1(C)CC(=O)C(/C=N/n2cnc3ccccc3c2=O)=C(O)C1` → 14-3-3 Bad PPI = 48; p97 inhibitor = -4; KLK5 inh = -6; eIF4E-4G inh = 1; Rad51 HR inh = 8; Wee1 stabilizer = 4; FXIIa inh 1536 = 24; MDM2 E3 inh = 10; FXIa inh = 7

Screening results: PubChem BioAssay, several laboratories
